PI4K2A inh = blocks human PI4K2A kinase activity; actives 0.13% (n = 420,000); activity change, negative = inhibition, % at 76.9 µM; purified PI4K2A, ADP-Glo luminescence, 1 h; hits give low values; in the data active = activity change below about -50%; inconclusive = mostly about -30% to -49%;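 also: -100% = wells without enzyme as full effect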
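PI4K2A activity was measured by ADP-Glo luminescence: enzyme (4 ug/mL stock) and phosphatidylinositol (1.2 mM stock) in Tris pH 7.5/MgCl2/EGTA/Triton X-100 buffer were reacted with ATP (300 microM stock) for one hour at ambient temperature.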
IDH1 R132H inh = inhibitors of human mutant IDH1 R132H; O75874; IDH1-R132H enzyme, NADPH consumption, diaphorase/resazurin fluorescence; Potency, µM (series often up to 76.6 µM), without a hit: at the top dose activity change, negative = inhibition, actives largely listed as inhibitors; actives 0.093% (n = 390,000); AID 602179; also: potency is read from the fitted curve at half-maximal effect; % is scaled to controls: 0 for no effect and ±100 for the full control effect; nearly all actives have a fitted effect of over 65% in size
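IDH1-R132H (0.5 ug/mL dispensed) in pH 7.5 Tris buffer was preincubated 30 min with compound, then given a substrate mix of 0.016 mM NADPH and 2 mM alpha-KG for 80 min at room temperature; remaining NADPH was read by diaphorase/resazurin fluorescence.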
rTrxR1 inhibitor = rat TrxR1 inhibition; recombinant rTrxR1, NADPH fluorescence consumption, selenite substrate; O89049; AID 588453; actives 1% (n = 390,000); Potency, µM (top dose mostly 114 µM), for inactives: at the highest dose activity change, negative = inhibition, most hits filed as inhibitors; also: potency is read from the fitted curve at half-maximal effect; % is scaled to controls: 0 for no effect and ±100 for the full control effect; nearly all actives have a fitted effect of over 65% in size
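Rat TrxR1 (90 nM in the dispensed reagent) was pre-reduced with 400 uM NADPH for 5 min at room temperature, then incubated with compound for 15 min. After 400 uM selenite was added, NADPH fluorescence (Ex 340/Em 450 nm) was followed for 8 min.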
D2 agonist = agonists of human D2 dopamine receptor | HEK293 T-REx D2 cells, calcium flux agonist mode | activation, % at 2 µM | actives 0.53% (n = 340,000) | AID 485358;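 active = activation over 3 SD above normal in the single-dose calcium agonist read, cut at about 30% in these data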; also: 0% is about no effect
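In this primary screen, compounds producing a positive calcium signal within 180 s of addition to tetracycline-induced, force-coupled HEK293 Trex D2 cells are flagged; cells are dye-loaded with a no-wash calcium kit beforehand.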
TRHR agonist = TRH receptor (human) agonism; P34981; TRHR cells, calcium flux fluo-8, FDSS agonist mode; activation, % at 2 µM; actives 0.18% (n = 360,000); AID 493084; in the data active = activation above about 30%; also: 0% is about no effect
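TRHR-expressing cells loaded with fluo-8 calcium dye; 23 nL library compound pin-transferred, kinetic FDSS fluorescence (Ex 480/Em 530) recorded about 180 s for agonist-induced calcium release, before a 10 nM TRH EC20 addition for potentiator mode.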
TRHR enhancer = allosterically enhances the human TRH receptor; P34981; TRHR cells, fluo-8 calcium fluorescence, EC20 TRH enhancement; enhancement, % at 2 µM; actives 0.66% (n = 360,000); in the data active = enhancement above about 30%; also: 0% is about no effect
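TRHR-expressing cells loaded with fluo-8 calcium dye were read kinetically (ex 480/em 530) during compound addition, then stimulated with an EC20 of TRH (10 nM final). Enhancement of the Gq-mediated intracellular calcium response was scored.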
TrxR1 substrate = is turned over as a substrate by rat TrxR1 | O89049 | purified TrxR1 substrate turnover, NADPH consumption readout | Potency, µM (titrated, usually from 114 µM), for the others: at the top dose activity change, negative = substrate turnover | actives 0.01% (n = 390,000); also: potency is read from the fitted curve at half-maximal effect; % is scaled to controls: 0 for no effect and ±100 for the full control effect; nearly all actives have a fitted effect of over 50% in size
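Rat TrxR1, dispensed at 90 nM, was prereduced with 400 uM NADPH (final) for 5 min at ~22 deg C, then incubated with compound 15 min before 400 uM selenite. A first-read NADPH fluorescence drop versus no-compound background flagged substrates.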
USP1 inh = blocks the human USP1/UAF1 deubiquitinase complex; recombinant USP1/UAF1, Ub-Rhodamine cleavage fluorescence; Potency, µM (highest dose often 57.1 µM), for the others: top-dose activity change, negative = inhibition, most hits filed as inhibitors; actives 0.23% (n = 390,000); AID 743255; also: potency is read from the fitted curve at half-maximal effect; % is scaled to controls: 0 for no effect and ±100 for the full control effect; nearly all actives have a fitted effect of over 60% in size; inactives centre near -12
Target sequence (O94782 whole entry, looked up): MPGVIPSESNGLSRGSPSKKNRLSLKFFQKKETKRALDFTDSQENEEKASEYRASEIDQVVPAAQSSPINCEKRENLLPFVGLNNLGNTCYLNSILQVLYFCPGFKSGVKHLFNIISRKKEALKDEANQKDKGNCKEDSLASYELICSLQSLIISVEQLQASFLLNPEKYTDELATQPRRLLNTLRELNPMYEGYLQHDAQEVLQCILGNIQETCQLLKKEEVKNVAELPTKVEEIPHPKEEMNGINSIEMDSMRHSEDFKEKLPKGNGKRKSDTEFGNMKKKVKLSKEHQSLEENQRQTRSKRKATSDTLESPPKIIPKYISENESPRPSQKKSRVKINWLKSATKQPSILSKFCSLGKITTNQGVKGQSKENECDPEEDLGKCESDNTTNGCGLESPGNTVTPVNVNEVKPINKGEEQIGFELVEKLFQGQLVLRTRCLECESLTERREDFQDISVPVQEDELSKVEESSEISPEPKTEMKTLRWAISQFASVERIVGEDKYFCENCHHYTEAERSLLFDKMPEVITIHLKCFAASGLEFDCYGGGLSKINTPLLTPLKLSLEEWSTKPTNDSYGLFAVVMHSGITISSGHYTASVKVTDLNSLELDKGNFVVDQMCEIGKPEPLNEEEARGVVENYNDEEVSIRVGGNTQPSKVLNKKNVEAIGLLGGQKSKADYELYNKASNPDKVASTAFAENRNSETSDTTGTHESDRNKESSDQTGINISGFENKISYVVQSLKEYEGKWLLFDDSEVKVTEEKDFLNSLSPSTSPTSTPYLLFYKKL
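USP1/UAF1 complex at 1 nM was preincubated with compound for 15 min at room temperature, then Ub-Rho substrate (150nM final) was added. Fluorescence (480/540 nm) was read kinetically, 6 reads every 60 seconds.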
D2 antagonist = D2 dopamine receptor (human) antagonism; actives 2% (n = 340,000); HEK293 TREx D2 cells, calcium flux, dopamine EC80; inhibition, % at 10 µM; AID 485344; P14416; in the data active = inhibition above about 30%; also: 0% is about no effect
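Inhibition of EC80 dopamine-driven calcium flux, recorded kinetically, defines activity here; cells are a tetracycline-induced HEK293 T-REx line expressing force-coupled D2.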
Numbers without * were called inactive; ? = inconclusive; . = no result given; [ ] = dose if it differs, or a comment. Unless noted, calls follow the shape of the dose curve; as a rule, active = well fitted inhibition curve with a large enough effect; inconclusive = small, poorly fitted or top-dose-only effect; inactive = no such curve, though single readings can be large or run the other way. The order is random (roughly 3.9% active in at least one column).

SMILES | PI4K2A inh | IDH1 R132H inh | rTrxR1 inhibitor | D2 agonist | TRHR agonist | TRHR enhancer | TrxR1 substrate | USP1 inh | D2 antagonist
CCOCCCNC(=O)c1ccc2c(c1)ncn2C1CCCC1 | -1 | 3% | -30% | 0.3 | 0.6 | -2 | -4% | 4% | -2
C=Cn1cc[n+](CC(=O)c2ccc(OC)c(OC)c2)c1 | -4 | 10% | 7% | 1.3 | 0.5 | 3 | -9% | -8% | -25
CN(c1ccccc1)S(=O)(=O)c1ccc(NC(=S)Nc2ccccc2)cc1 | -1 | 1% | ? | -0.4 | -0.1 | 0 | 6% | -8% | -12
COC(=O)c1ccc(OC(=O)C2CSC3(C)CCC(=O)N23)cc1 (stereo unspecified) | 3 | 5% | -6% | 0.5 | 0.1 | -1 | 13% | -1% | -7
Cc1ccc(NC(=O)c2cnn3c(C(F)F)cc(-c4ccccc4)nc23)c(C)c1 | -9 | -5% | 23% | 0.2 | -0.2 | 6 | -2% | -15% | .
COc1cccc(CNC(=O)C(C)n2nc(C)n3c(cc4occc43)c2=O)c1 (stereo unspecified) | 15 | 2% | 17% | -0.6 | -0.8 | 5 | 2% | -24% | -10
COc1ccc(NC(C)C(=O)Nc2ccc(C#N)cc2)cc1Cl (stereo unspecified) | -3 | 1% | 13% | 0.7 | 0.0 | -3 | -6% | -17% | -10
O=C(CCCN1C(=O)/C(=C/c2ccccc2)SC1=S)NCCCn1ccnc1 | 5 | -10% | -4% | . | 0.7 | -7 | -9% | -10% | .
O=[N+]([O-])c1cccc(N/N=C/c2ccc(N3CCOCC3)cc2)c1 | 0 | 9% | -8% | -0.3 | 1.6 | -6 | -11% | -14% | 16
CCOC(=O)C1CCN(c2c(C(=O)c3ccccc3)cnc3ccc(Cl)cc23)CC1 | 0 | -11% | 13%[57.1 µM] | -0.3 | -0.8 | 3 | 2%[57.1 µM] | -5% | 11
COc1ccc(N2CC(NC(=O)c3cccc4ccccc34)CC2=O)cc1OC (stereo unspecified) | 1 | 1% | 7% | 0.0 | -0.6 | 2 | -3% | -18% | -6
Cc1ccc(-c2cc(C(=O)N3CCN(c4ccccc4O)CC3)c3ccccc3n2)o1 | 4 | -6% | 3% | 0.2 | -0.3 | -1 | 65%[activator] | -27% | -11
Cc1cc(C(=O)COC(=O)c2cccc(O)c2)c(C)n1C1CC1 | -16 | 8% | 5% | 0.1 | -0.7 | 13 | 1% | -7% | 24
CCOC(=O)CCC(=O)NNC(=O)COc1ccc(C(C)C)cc1Br | 0 | -11% | 5% | -1.1 | 0.3 | 0 | -1% | -3% | 1
Cc1cc(C)nc(N2C(=O)CC(Cc3ccccc3)C2=O)n1 (stereo unspecified) | -2 | -2% | 8% | 0.3 | 0.5 | 0 | -10% | 4% | .
O=C(NCCN1CCOCC1)c1ccc(F)cc1 | 3 | 4% | 23% | 1.5 | 0.4 | 2 | 11% | -16% | -4
Cc1[nH]c2ccccc2c1C(=O)C(=O)N1CCN(c2cccc(Cl)c2)CC1 | 2 | 2% | 18% | 22 | 0.6 | 3 | 1% | -26% | 1
Cc1cccc(Nc2nc(-c3ccccc3)c(C(=O)Nc3cccnc3)s2)c1 | 1 | 18% | 20%[57.1 µM] | -0.5 | 0.6 | -9 | -6%[57.1 µM] | -14% | -16
O=C(NC(Cc1ccccc1)C(=O)NCCc1ccccn1)c1cccs1 (stereo unspecified) | -1 | 3% | -12% | 0.7 | 0.1 | -2 | -9% | 2% | -4
CCOc1cccc(C2c3[nH]c4ccccc4c3CCN2C(=O)CCC2CCCC2)c1 (stereo unspecified) | 1 | -20% | 23%[57.1 µM] | 0.9 | 0.6 | 0 | 1%[57.1 µM] | -4% | .
Cc1cc(C)c(OCC(=O)OCC(=O)N2CCN(C(=O)c3ccco3)CC2)c(C)c1 | 1 | 1% | -7% | . | -0.9 | -2 | -6% | -10% | 0
COc1ccccc1CNC(=O)Cc1c[nH]c2ccccc12 | 5 | 8% | 4% | -0.3 | -0.1 | 9 | -1% | -4% | 5
CCOC(=O)N1CCc2c(sc3c2c(=O)n(-c2ccc(CC)cc2)c(=O)n3CC(=O)NCC2CCCO2)C1 (stereo unspecified) | -3 | -9% | -4% | -2.2 | 0.5 | 2 | -9% | 4% | -11
NS(=O)(=O)c1cccc(NC(=O)c2ccc(NS(=O)(=O)c3cccc([N+](=O)[O-])c3)cc2)c1 | -6 | 3% | -10% | . | . | . | -13% | 0% | .

Whole records as entered above. Screens in order: PI4K2A inh, IDH1 R132H inh, rTrxR1 inhibitor, D2 agonist, TRHR agonist, TRHR enhancer, TrxR1 substrate, USP1 inh, D2 antagonist
COc1ccccc1CNC(=O)Cc1c[nH]c2ccccc12 as listed: 5, 8%, 4%, -0.3, -0.1, 9, -1%, -4%, 5
NS(=O)(=O)c1cccc(NC(=O)c2ccc(NS(=O)(=O)c3cccc([N+](=O)[O-])c3)cc2)c1 as listed: -6, 3%, -10%, ., ., ., -13%, 0%, .

Following part.
SMILES | PI4K2A inh | IDH1 R132H inh | rTrxR1 inhibitor | D2 agonist | TRHR agonist | TRHR enhancer | TrxR1 substrate | USP1 inh | D2 antagonist
CCOC(=O)c1ccccc1NC(=O)CCNC(=O)Cn1cnc2ccccc2c1=O | -7 | 5% | -10% | 0.2 | -0.2 | -8 | -1% | -3% | -15
CN(C)CCCN(C(=O)c1ccco1)c1nc(-c2ccc(Cl)cc2)cs1 | -1 | 5% | 8% | -0.2 | -0.2 | 1 | -3% | -13% | 2
Cc1ccc(C)c(CSc2nnc3[nH]c(=O)cc(C)n23)c1 | 0 | -3% | -1%[57.1 µM] | -0.4 | -0.2 | 1 | -4%[57.1 µM] | 3% | .
CCN(CC(=O)NC1CCCC1)S(=O)(=O)c1ccc(F)cc1 | 3 | 8% | 22% | 0.8 | -0.3 | -3 | 4% | -20% | -5
CC(C)(C)CN1C(N)=NC[C@@H]1Cc1ccc(O)cc1 | -2 | 12% | 32%[57.1 µM] | . | -0.5 | -5 | 5%[57.1 µM] | -8% | .
O=S1(=O)N=C(N2CCN(Cc3ccccc3)CC2)c2ccccc21 | -4 | -1% | -15%[57.1 µM] | 2.4 | 0.7 | 5 | 5%[57.1 µM] | 0% | 0
O=C(C[n+]1ccccc1)N/N=C/c1cc(Br)ccc1O | 4 | 2% | 13%[57.1 µM] | 1.6 | 1.1 | -6 | -10%[57.1 µM] | -16% | 36*
COC(=O)c1sccc1NC(=O)c1c(Cl)cccc1Cl | -2 | -2% | 28% | 3.1 | -0.6 | 4 | -5% | -2% | -7
CC(C)(C)S(=O)(=O)N1C[C@H]2CC/C=C\C/C(c3ccccc3)=C\2[C@@H]1CCO | 5 | 8% | 4% | . | . | . | -4% | ? | .
CCN(CC)c1ccc(/C=N/OCC(=O)N2CCCc3ccccc32)cc1 | 2 | 3% | 5%[57.1 µM] | -0.5 | -0.6 | 9 | 6%[57.1 µM] | -21% | -3
CCn1c(=O)c(-[n+]2ccccc2)c(O)c2ccccc21 | 2 | 14% | -10% | -1.5 | -0.9 | -3 | -7% | -5% | -12
O=C(NCCCNC(=O)c1ccc(Cl)cc1Cl)c1ccccn1 | 3 | -8% | 25% | -4.4 | 0.4 | -4 | 3% | -9% | -7
CCc1ccccc1N(CC(=O)NCc1ccco1)C(=O)CCC(=O)Nc1ccccn1 | 0 | 3% | 22% | -1.2 | 0.1 | -3 | 4% | -17% | 0
CCN(CC)CCCNC(=O)CC1Oc2ccc(C)cc2NC1=O (stereo unspecified) | 7 | 7% | 8%[57.1 µM] | 0.4 | -0.5 | 15 | 2%[57.1 µM] | -12% | -26
Cc1cc(C)c(NC(=O)CSc2nc3c([nH]c4ccccc43)c(=O)n2C)c(C)c1 | -1 | -13% | 39%[activator][57.1 µM] | 1.1 | 0.0 | -5 | 9%[57.1 µM] | -3% | .
COP(C)(=O)c1c(C)nn(-c2ccccc2)c1C (stereo unspecified) | -17 | 10% | 14%[2.29 µM] | -0.6 | 0.6 | 5 | 5% | -9% | -1
OCC[C@@H]1C[C@H](O)[C@@H](O)[C@]2(CCCc3ccccc3O2)O1 | 4 | 7% | -1% | -0.1 | 0.3 | -2 | -3% | -16% | 16
CCOC(=O)c1ccc(NC(=O)CC2S/C(=N/N=C3/NC(=O)CS3)NC2=O)cc1 (stereo unspecified) | -7 | -10% | 17%[57.1 µM] | -1.4 | 0.2 | 0 | -1% | 2% | 11
COc1ccc2c(c1)c(C(=O)O)c(C)n2-c1ccc(Cl)cc1 | 1 | 28% | 6% | -1.5 | -0.8 | 1 | -1% | -7% | 3
CCNC(=O)c1c(NC(=O)c2cc(-c3cc(C)ccc3O)n[nH]2)sc2c1CCCC2 | -1 | 0% | 24%[57.1 µM] | 0.2 | 0.2 | -2 | 11%[57.1 µM] | 2% | 8
Cc1ccc(SC2=C(Sc3ccc(C)cc3)C(=O)c3ccccc3C2=O)cc1 | 3 | 16% | ? | 11 | 1.6 | 2 | -11% | ? | 8
Nc1nc2nc(-c3ccc(F)cc3)cc(C(F)(F)F)n2n1 | 0 | 6% | 16%[57.1 µM] | 7.9 | -0.1 | 0 | 91% | -1% | 2
O=C(Nc1ccc2c(c1)CCC2)c1ccc(Br)s1 | 0 | 18% | 5%[57.1 µM] | -1.1 | -1.0 | 11 | -10%[57.1 µM] | -16% | -9
O=C(Cc1cccc(NC(=O)C2CCCN(C(=O)CCc3ccccc3)C2)c1)Nc1cccc(C(=O)N2CCCCC2)c1 (stereo unspecified) | 2 | 5% | -5% | . | . | . | -8% | -31% | .
CCOC(=O)c1cccc(NC(=O)CSc2nc(N)cc(N)n2)c1 | -3 | 1% | 14%[57.1 µM] | 0.2 | 0.0 | -3 | 10%[57.1 µM] | -15% | -6
O=C(O)CNC(=O)CCN1C(=O)c2ccccc2C1=O | -4 | 12% | 11% | -0.3 | 0.6 | -4 | 5% | -5% | 3

Compound activity: PubChem BioAssay, National Center for Advancing Translational Sciences (NCATS)
